Bioassay records (PubChem BioAssay)
TDP1 inh: TDP1 (human) enzyme inhibition. Q9NUW8. recombinant TDP1, AlphaScreen DNA substrate cleavage. Potency, µM (top dose mostly 130 µM), for the others: at the top dose activity change, negative = inhibition, actives largely listed as inhibitors. hit rate 0.28% among 350,000. AID 485290; also: nearly all actives have a fitted effect of over 40% in size
Target sequence (Q9NUW8 whole entry, looked up): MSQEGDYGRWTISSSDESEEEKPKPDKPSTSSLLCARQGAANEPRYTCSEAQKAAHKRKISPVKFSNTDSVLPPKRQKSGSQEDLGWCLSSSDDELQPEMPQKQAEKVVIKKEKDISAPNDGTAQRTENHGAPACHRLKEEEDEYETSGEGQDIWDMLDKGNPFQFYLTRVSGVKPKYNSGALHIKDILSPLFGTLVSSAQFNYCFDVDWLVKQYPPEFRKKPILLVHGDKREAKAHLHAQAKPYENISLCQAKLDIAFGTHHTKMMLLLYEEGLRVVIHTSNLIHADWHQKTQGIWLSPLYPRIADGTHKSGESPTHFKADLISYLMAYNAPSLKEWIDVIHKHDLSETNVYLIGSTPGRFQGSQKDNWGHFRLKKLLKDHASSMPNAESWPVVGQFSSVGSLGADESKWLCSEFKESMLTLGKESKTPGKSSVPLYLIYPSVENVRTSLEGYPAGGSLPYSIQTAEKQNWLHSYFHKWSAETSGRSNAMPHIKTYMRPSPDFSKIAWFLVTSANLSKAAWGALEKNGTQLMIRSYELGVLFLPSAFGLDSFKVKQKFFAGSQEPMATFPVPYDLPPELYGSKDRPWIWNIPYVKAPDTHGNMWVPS
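Steps: enzyme plus compound, 15 min RT; add biotin/phosphotyrosine-FITC oligonucleotide (15 nM final), react 5 min; add donor/acceptor beads (10 ug/ml final), 10 min; read AlphaScreen. Tdp1 at 1 nM final.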
TDP1 cell noCPT: qHTS for Inhibitors of human tyrosyl-DNA phosphodiesterase 1 (TDP1): qHTS in cells in absence of CPT | DT40 Tdp1-/- hTDP1 cells, no CPT, ATP luminescence, 48 h | Potency, µM (highest dose often 46.2 µM), for the others: at the top dose activity change, negative = growth inhibition, most hits filed as inhibitors | hit rate 15% among 420,000; also: nearly all actives have a fitted effect of over 55% in size
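DT40 Tdp1-/-;hTDP1 cells, no CPT (DMSO vehicle only), 400 cells/well; compounds pin-transferred; ≥48 hr, 37 °C; CellTiter-Glo 30 min RT dark, luminescence read.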
N370S GC: N370S glucocerebrosidase modulation, Gaucher chaperone candidate. Potency, µM (top dose mostly 59.4 µM), inactives show top-dose activity change, negative = inhibition, actives largely listed as inhibitors. P04062. N370S GC spleen homogenate, 4MU-glucoside fluorescence. hit rate 0.092% among 330,000;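 also: 0% = full enzyme activity and -100% = no enzyme basal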
The depositor's hits bear a star; [ ] = remark or other dose. Calls follow the shape of the dose curve; as a rule, active = well fitted curve in the direction sought with a large enough effect; inconclusive = small, poorly fitted or top-dose-only effect, or another doubt; inactive = no such curve, though single readings can be large; an effect the other way counts as inactive or inconclusive. Unless noted, % is scaled to controls: 0 for no effect and ±100 for the full control effect; potency is read from the fitted curve at half-maximal effect.

The opening five compounds (preview)
Screening CCOC(=O)C1CCN(C(=O)COc2ccc(Br)cc2Br)CC1 returned TDP1 inh -1.2%, TDP1 cell noCPT -5.5% and N370S GC 1.0%.
Screening CCC12CN3CC(CC)(CN(C1)C3c1ccccc1Cl)C2O (stereo not given) returned TDP1 inh 4.0%, TDP1 cell noCPT 4.7% and N370S GC 1.8%[2.35 µM].
Screening O=C(Nc1nnc(/C=C/c2ccccc2)s1)c1ccco1 returned TDP1 inh 2.8%, TDP1 cell noCPT -24.7% and N370S GC 0.4%.
`Cc1ccc(C(=O)CSc2nc3cc(C(=O)NC4CCCC4)ccc3c(=O)n2CC2CCCO2)cc1` (stereo not given) gave TDP1 inh 5.3% and TDP1 cell noCPT -16.4%.
COc1ccc(-c2cc(C(=O)NCc3cn(C)nc3C)c3ccccc3n2)cc1OC was read as TDP1 inh 3.2%, TDP1 cell noCPT inconclusive and N370S GC 15.1%.

All compounds of this part, from the first entry:
Screening CCOC(=O)C1CCN(C(=O)COc2ccc(Br)cc2Br)CC1 returned TDP1 inh -1.2%, TDP1 cell noCPT -5.5% and N370S GC 1.0%.
Screening CCC12CN3CC(CC)(CN(C1)C3c1ccccc1Cl)C2O (stereo not given) returned TDP1 inh 4.0%, TDP1 cell noCPT 4.7% and N370S GC 1.8%[2.35 µM].
Screening O=C(Nc1nnc(/C=C/c2ccccc2)s1)c1ccco1 returned TDP1 inh 2.8%, TDP1 cell noCPT -24.7% and N370S GC 0.4%.
`Cc1ccc(C(=O)CSc2nc3cc(C(=O)NC4CCCC4)ccc3c(=O)n2CC2CCCO2)cc1` (stereo not given) gave TDP1 inh 5.3% and TDP1 cell noCPT -16.4%.
COc1ccc(-c2cc(C(=O)NCc3cn(C)nc3C)c3ccccc3n2)cc1OC was read as TDP1 inh 3.2%, TDP1 cell noCPT inconclusive and N370S GC 15.1%.
`O=C(COc1ccc(Cl)cc1)N/N=C/c1cccc2cccnc12` gave TDP1 inh 0.8%, TDP1 cell noCPT 18.4µM* and N370S GC -6.5%.
For O=C(N[C@H]1CC1c1ccccc1)c1ccc([N+](=O)[O-])cc1 (stereo not given in full) the results were TDP1 inh -3.1%, TDP1 cell noCPT inconclusive and N370S GC -13.3%.
Screening CCS(=O)(=O)N1CCCC(C(=O)NCCN(C)Cc2ccccc2)C1 (stereo not given) returned TDP1 inh 5.2%, TDP1 cell noCPT 6.6% and N370S GC 13.3%.
Screening CN(Cc1ccccc1)C(=O)c1ccc(NC(=O)Cc2cccc(NC(=O)C3CCN(C(=O)C4CCCCC4)CC3)c2)cc1 returned TDP1 inh 6.1% and TDP1 cell noCPT inconclusive.
For CCOC(=O)c1c(C)sc(-c2c(-c3cc(C)ccc3C)[nH]c3c2c(=O)[nH]c(=O)n3C)c1O the results were TDP1 inh 7.8% and TDP1 cell noCPT inconclusive.
For CCOc1cc(C(=O)N/N=C/C2CC=CCC2)cc(OCC)c1OCC (stereo not given) the results were TDP1 inh 4.3%, TDP1 cell noCPT -14.7% and N370S GC 2.2%.
Screening CCOC(=O)CN(C(=O)CSc1nnc(-c2ccc(OC)c(OC)c2)o1)c1ccc(F)cc1 returned TDP1 inh 5.3%, TDP1 cell noCPT -27.5% and N370S GC -3.8%.
Screening CCC(C)[C@H](NC(=O)Nc1ccccc1F)C(=O)OC (stereo not given in full) returned TDP1 inh -4.7%, TDP1 cell noCPT 0.7% and N370S GC -18.8%.
For CCC(C)NCCOCCOc1ccc(Br)cc1 (stereo not given) the results were TDP1 inh -5.3%, TDP1 cell noCPT 23.1µM* and N370S GC -14.2%.
For Cc1ccc(CN(C)C(=O)c2cccc(S(=O)(=O)N3CCN(Cc4ccccc4)CC3)c2)o1 the results were TDP1 inh 11.5%, TDP1 cell noCPT inconclusive and N370S GC -5.7%.
CC1CN(C(=O)c2c([N+](=O)[O-])cnn2C)CC(C)O1 (stereo not given) was read as TDP1 inh -2.3%, TDP1 cell noCPT 1.8% and N370S GC 1.1%.
For CCCc1c(C)nc(N2CCN(c3ccccc3OC)CC2)[nH]c1=O the results were TDP1 cell noCPT inconclusive and N370S GC -12.2%.
`CCOc1ccc(-n2c(=O)c3c4c(sc3n(Cc3cc(=O)n5cc(Cl)ccc5n3)c2=O)CCC4)cc1` gave TDP1 inh 4.5% and TDP1 cell noCPT -17.8%.
For Cc1[nH][nH]c(=O)c1C(c1ccc(-c2ccc(F)cc2)o1)c1c(C)[nH][nH]c1=O the results were TDP1 inh 10.3%, TDP1 cell noCPT inconclusive and N370S GC -16.0%.
Screening CCCSc1nnc(-c2cccc(S(=O)(=O)N(C)C)c2)n1-c1cc(OC)ccc1OC returned TDP1 inh 4.2%, TDP1 cell noCPT 11.2µM* and N370S GC -8.6%.
Screening COc1ccc(-c2nc(C#N)c(NCc3ccccc3Cl)o2)cc1OC returned TDP1 inh -2.6%, TDP1 cell noCPT -28.1% and N370S GC -11.8%.
CCN1CC2CCCC3(C1)C(=O)NC1(CCCCC1)N=C23 (stereo not given) was read as TDP1 inh 9.5%, TDP1 cell noCPT -1.2% and N370S GC -2.7%.
`COC(=O)c1sccc1NC(=S)Nc1ccc(F)cc1F` gave TDP1 inh 6.0%, TDP1 cell noCPT -18.6% and N370S GC 0.5%.
`Fc1ccc(NC(=S)N2CCn3cccc3C2c2cccnc2)cc1` (stereo not given) gave TDP1 inh 11.4%, TDP1 cell noCPT -2.6% and N370S GC -6.7%.
`COC(CNC(=O)c1c[nH]c2ccc(S(=O)(=O)N(C)c3ccc(F)cc3)cc2c1=O)OC` gave TDP1 cell noCPT -18.8% and N370S GC 0.6%.
COc1ccc(CCNc2cc(C)nc3c(-c4ccccc4)cnn23)cc1OC was read as TDP1 inh -2.3%, TDP1 cell noCPT 29.1µM* and N370S GC 9.9%.
`CN(C)S(=O)(=O)Oc1ccsc1C(=O)Nc1ccc(Cl)cc1` gave TDP1 inh -2.0%, TDP1 cell noCPT -9.8% and N370S GC 21.5%.
`O=C(NCc1ccccc1)NCc1cccs1` gave TDP1 inh 0.0%, TDP1 cell noCPT -25.8% and N370S GC -26.6%.
For O=C(COC(=O)CSc1ccc([N+](=O)[O-])cc1)NCCC1=CCCCC1 the results were TDP1 inh 2.2% and TDP1 cell noCPT 8.7%.
For CCOC(=O)CCCNC(=O)CCNC(=O)c1ccc(OC)cc1 the results were TDP1 inh 0.0%, TDP1 cell noCPT 6.0% and N370S GC 0.7%.

Two compounds picked at random from those above:
CCN1CC2CCCC3(C1)C(=O)NC1(CCCCC1)N=C23 (stereo not given) was read as TDP1 inh 9.5%, TDP1 cell noCPT -1.2% and N370S GC -2.7%.
For O=C(COC(=O)CSc1ccc([N+](=O)[O-])cc1)NCCC1=CCCCC1 the results were TDP1 inh 2.2% and TDP1 cell noCPT 8.7%.

Additional results.
For CCOc1cc(/C=C2/C(=N)N3OC(C)=CC3=NC2=O)ccc1OC(=O)c1ccco1 the results were TDP1 inh 8.0%, TDP1 cell noCPT -4.1% and N370S GC -2.5%.
Screening COc1ccccc1C(C#N)N1N=C(C)CC1c1ccccc1 (stereo not given) returned TDP1 inh 3.3%, TDP1 cell noCPT 1.1% and N370S GC 0.2%.
COc1ccc(C2c3[nH]c4ccccc4c3C[C@H]3C(=O)N(c4ccccc4C(=O)N4CCC(C(=O)O)CC4)C(=O)N23)cc1 (stereo not given in full) was read as TDP1 cell noCPT 1.9% and N370S GC -3.8%.
For COc1cccc(NC(=O)CCN2CCN(c3ccccc3F)CC2)c1 the results were TDP1 inh 6.8%, TDP1 cell noCPT -12.4% and N370S GC -0.7%.
`CCOC(=O)c1c(NC(=O)C2CCN(S(=O)(=O)c3ccc(Cl)cc3)CC2)sc2c1CCCC2` gave TDP1 inh -1.1%, TDP1 cell noCPT -25.2% and N370S GC 8.5%.
`C/C(=N\NC(N)=O)c1ccc(Cl)s1` gave TDP1 inh 5.5%, TDP1 cell noCPT 4.0% and N370S GC -5.6%.
`CC1CCN(C(=O)COC(=O)Cn2cnc3ccccc32)CC1` gave TDP1 inh 1.8% and TDP1 cell noCPT -15.1%.
Screening CCn1cc(CN2CCC(C(=O)Nc3ccc(Oc4ccccc4)nc3)CC2)cn1 returned TDP1 inh 3.1%, TDP1 cell noCPT 20.6µM* and N370S GC -3.2%.
Screening COc1cccc(NC(=O)C(=O)NCCc2csc3nc(-c4ccccc4C)nn23)c1 returned TDP1 inh 4.1% and TDP1 cell noCPT inconclusive.
Cc1c(C(=O)/C=C/N(C)C)nnn1-c1ccc(Cl)cc1Cl was read as TDP1 inh 1.4%, TDP1 cell noCPT inconclusive and N370S GC 2.7%.
Screening Cc1ccc(C)c(N(C)C(=O)CCNC(=O)Cn2cnc3ccccc3c2=O)c1 returned TDP1 inh 2.2%[12.3 µM] and TDP1 cell noCPT inconclusive.
COc1ccc(CCNC(=O)c2[nH]c(C)c(C(C)=O)c2C)cc1 was read as TDP1 inh 2.0%, TDP1 cell noCPT -17.2% and N370S GC 26.9%.
O=C1N=c2ccccc2=C1c1sc(=S)n(-c2ccc(O)cc2)c1O was read as TDP1 inh -2.6%, TDP1 cell noCPT -21.3% and N370S GC -0.5%.
`Cc1ccc(CCN2CC(C(=O)NCCN3CCCCCC3)CC2=O)cc1` (stereo not given) gave TDP1 inh 1.9%, TDP1 cell noCPT 6.4% and N370S GC 3.1%.
For COc1ccc(NS(=O)(=O)c2cc(NC(=O)C3CCCCC3)ccc2N2CCOCC2)cc1 the results were TDP1 inh 1.2%, TDP1 cell noCPT 13µM* and N370S GC 3.6%.
COc1cccc(C(=O)Nc2ccccc2-c2nc(-c3ccc(C)cc3)no2)c1 was read as TDP1 inh -2.9% and TDP1 cell noCPT -9.7%.
Screening CCCn1c2ccccc2c2nnc(SC(CC)C(=O)Nc3sc4c(c3C#N)CCCC4)nc21 (stereo not given) returned TDP1 inh 2.0%, TDP1 cell noCPT inconclusive and N370S GC 12.8%.
For COc1ccc(C(=O)NC2CCN(CC(=O)Nc3cccc(OC)c3)CC2)cc1 the results were TDP1 cell noCPT 17.4% and N370S GC -4.3%.
`O=C(COC(=O)C1COc2ccccc2O1)Nc1cccc(Cl)c1` (stereo not given) gave TDP1 inh -0.2% and TDP1 cell noCPT 2.9%.
For CC(C)(CO)CNC(=O)c1ccc2nc(Cc3cccc(Cl)c3)oc2c1 the results were TDP1 cell noCPT -23.8% and N370S GC -3.0%.
For COc1ccc(OC)c(NC(=O)CSc2nc3ccccc3nc2N2CCCCC2)c1 the results were TDP1 inh -2.1% and TDP1 cell noCPT inconclusive.
Screening CNS(=O)(=O)c1cnccc1N1CCN(c2cccc(C)c2)CC1 returned TDP1 inh 1.8%, TDP1 cell noCPT 8.1% and N370S GC -9.5%.
For Cc1ccc(N2CCN(c3ncnc4onc(-c5ccc(F)cc5)c34)CC2)c(C)c1 the results were TDP1 inh -1.1% and TDP1 cell noCPT -2.1%.
`CC1CCCCN1C(=O)c1ccc(C(=O)Nc2ccc(F)cc2)cc1` (stereo not given) gave TDP1 cell noCPT inconclusive and N370S GC inconclusive.
Cc1cnc(CNc2ncncc2-c2c(C)noc2C)cn1 was read as TDP1 cell noCPT 2.59µM* and N370S GC -1.3%.
Screening COc1ccc(N(C)S(=O)(=O)c2cccc(C(=O)Nc3nnc(C4CC4)s3)c2)cc1 returned TDP1 inh 7.4%, TDP1 cell noCPT -18.1% and N370S GC -2.7%.
For Cc1ccc(Cl)cc1N1CCN(S(=O)(=O)c2ccc(-c3ccc(=O)[nH]n3)o2)CC1 the results were TDP1 inh 4.6%, TDP1 cell noCPT inconclusive and N370S GC 0.0%.
For O=C(COC(=O)C1=COCCO1)NCCCc1ccccc1 the results were TDP1 inh 4.2%, TDP1 cell noCPT -2.1% and N370S GC -2.9%.
Screening COc1cccc(CC(NC(C)=O)C(=O)NC2CCN(C(=O)NCc3ccccc3)CC2)c1 (stereo not given) returned TDP1 inh 1.9%, TDP1 cell noCPT 1.8% and N370S GC 3.1%.
Screening Cc1nc2ccccc2n1CC(=O)NCc1ccccc1 returned TDP1 inh 7.7%, TDP1 cell noCPT 11.6µM* and N370S GC 5.7%.
For COc1ccc(C2c3c(ncn(CCCN4CCOCC4)c3=N)Oc3ccc4ccccc4c32)cc1OC (stereo not given) the results were TDP1 inh 7.1%, TDP1 cell noCPT 13µM* and N370S GC -9.2%.
`COc1ccc(NC(=O)Cc2cccc(F)c2)cc1S(=O)(=O)Nc1ccccc1Cl` gave TDP1 inh -0.6%, TDP1 cell noCPT -8.8% and N370S GC 13.2%.
Cc1cc(C(=O)CSc2nnc(-c3ccccc3)o2)c(C)n1CC1COc2ccccc2O1 (stereo not given) was read as TDP1 inh 5.9%, TDP1 cell noCPT inconclusive and N370S GC 13.5%.
Screening CC(CC(=O)OCC(=O)NCc1ccc(Cl)cc1)c1ccccc1 (stereo not given) returned TDP1 inh -6.3% and TDP1 cell noCPT -1.0%.
Screening CCN1CCSc2ccc(C(=O)NCc3cccc(F)c3)cc21 returned TDP1 inh 5.9%, TDP1 cell noCPT 18.4µM* and N370S GC inconclusive.
`O=C(NCCc1ccc(Cl)cc1)c1cc(=O)[nH]c2ccccc12` gave TDP1 inh 2.2%, TDP1 cell noCPT -3.0% and N370S GC -0.1%.

A portion of the library; rates above refer to the full screens.
